# hIAP act = increases human intestinal alkaline phosphatase activity | activation factor at 10 µM | purified human IAP, CDP-Star luminescence, 30 min; hits give high values; 1 = vehicle-only enzyme, 0 = enzyme-free background | P09923 | actives 0.16% (n = 330,000);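 active means activation factor of the enzyme at least 2-fold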; further: the source names both 10 and 20 µM as test concentration; values of inactives mirror those of a sister screen read the other way
# Target sequence (P09923 whole entry, looked up): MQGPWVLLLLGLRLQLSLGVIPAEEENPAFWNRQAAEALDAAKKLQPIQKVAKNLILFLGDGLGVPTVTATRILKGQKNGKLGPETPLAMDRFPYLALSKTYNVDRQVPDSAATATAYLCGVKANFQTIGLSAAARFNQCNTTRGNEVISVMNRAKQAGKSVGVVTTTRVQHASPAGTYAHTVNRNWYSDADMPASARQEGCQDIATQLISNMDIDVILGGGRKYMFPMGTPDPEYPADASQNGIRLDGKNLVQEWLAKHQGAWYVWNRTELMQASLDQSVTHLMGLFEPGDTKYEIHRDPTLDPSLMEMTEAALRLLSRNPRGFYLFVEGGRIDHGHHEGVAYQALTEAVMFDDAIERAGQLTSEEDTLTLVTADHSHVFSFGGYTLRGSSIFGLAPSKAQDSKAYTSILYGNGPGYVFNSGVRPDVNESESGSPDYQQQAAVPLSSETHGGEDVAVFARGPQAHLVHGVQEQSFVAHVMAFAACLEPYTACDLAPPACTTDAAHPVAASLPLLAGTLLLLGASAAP
# MPTP inh = permeability transition pore inhibition; isolated mouse mitochondria, Ca2+ swelling absorbance, 30 min; inhibition, % at 10 µM; actives 1.4% (n = 360,000);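 active means inhibition of 50% or more, scaled per plate between neutral and stimulator controls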;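 further: 0% = DMSO wells given calcium and 100% = 1 mM EGTA wells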
# A3G deaminase = inhibitors of human APOBEC3G DNA deaminase. inhibition, % at 20 µM. recombinant A3G, ssDNA deamination FAM/TAMRA fluorescence. actives 0.28% (n = 330,000). Q9HC16;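 active means inhibition of at least 40% at 20 µM, with no more than 30% in the related APOBEC3A deaminase screen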;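 further: plate controls were DMSO wells with A3G for no effect and wells lacking A3G enzyme for full effect; some compounds called inactive have numbers as strong as hits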
# Target sequence (Q9HC16 whole entry, looked up): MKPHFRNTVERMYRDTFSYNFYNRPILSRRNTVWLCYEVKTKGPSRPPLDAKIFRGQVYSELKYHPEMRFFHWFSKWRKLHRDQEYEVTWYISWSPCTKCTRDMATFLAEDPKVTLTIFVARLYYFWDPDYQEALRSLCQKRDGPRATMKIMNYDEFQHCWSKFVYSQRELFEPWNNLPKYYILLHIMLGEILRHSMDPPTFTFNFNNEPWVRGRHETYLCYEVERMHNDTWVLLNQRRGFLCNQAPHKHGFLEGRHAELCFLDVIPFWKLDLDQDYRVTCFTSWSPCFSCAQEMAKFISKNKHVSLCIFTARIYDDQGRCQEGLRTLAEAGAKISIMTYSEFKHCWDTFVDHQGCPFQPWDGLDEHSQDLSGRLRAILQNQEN
# mIAP block = blocks mouse intestinal alkaline phosphatase; actives 0.2% (n = 330,000); purified mouse IAP, CDP-Star luminescence, 30 min; inhibition, % at 10 µM;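 active means inhibition of at least 40% at 10 µM in the primary screen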;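 further: plate controls were DMSO with enzyme for no effect and no enzyme wells for full effect; values of inactives mirror those of a sister screen read the other way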
# A3A deaminase = human APOBEC3A DNA deaminase inhibition; P31941; recombinant A3A, FAM/TAMRA ssDNA deamination fluorescence; inhibition, % at 20 µM; actives 0.41% (n = 330,000); AID 493011;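 active means at least 40% inhibition at 20 µM here, with at most 30% in a related deaminase screen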;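 further: plate controls were A3A with DMSO for no effect and wells lacking A3A enzyme for full effect; some results filed as inactive read as strong as hits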
# ATG4B inhibitor = ATG4B (human) cysteine protease inhibition; Q9Y4P1; ATG4B cleavage of LC3-PLA2, NBD-HPC fluorescence, 1 h; inhibition, % at 8.33 µM; actives 0.51% (n = 340,000); AID 504462; in the data active means inhibition above about 40%
# hIAP block = blocks human intestinal alkaline phosphatase; AID 2544; inhibition, % at 10 µM; P09923; actives 0.12% (n = 330,000); purified IAP, CDP-Star luminescence, 30 min;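 active means inhibition reaching a set limit with compound at 10 µM in the primary screen, cut at about 35% in these data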;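 further: plate controls were DMSO wells with enzyme for no effect and no-enzyme buffer wells for full effect; values of inactives mirror those of a sister screen read the other way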
# mIAP activ = mouse IAP activation; muIAP, CDP-Star luminescence, 30 min; hits give high values; 1 = vehicle-only enzyme signal, 0 = enzyme-free wells; activation factor at 10 µM; actives 0.24% (n = 330,000); AID 2805;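 active means activation factor of at least 2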; further: the source names both 10 and 20 µM as test concentration; values of inactives mirror those of a sister screen read the other way
#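 System: Mouse IAP enzyme | Also added: CDP-Star substrate | Dosing: Compounds dispensed in DMSO | Schedule: 30 min enzyme-substrate-compound incubation at room temperature | Technique: Chemiluminescence readout | Control set: DMSO-only wells and no-enzyme negative control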
# MIN6 prolif = MIN6 beta-cell proliferation induction; proliferation, % at 10 µM; actives 0.29% (n = 330,000); AID 2380; MIN6 cells proliferation, ATPlite luminescence, 48 h; cells starved in 0.2% serum; 100% = growth in 10% serum;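 active means compounds whose signal lies at least 3.5 SD above the mean of all wells on their plate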;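 further: 0% = DMSO-treated cells in low-serum medium and 100% = 10% serum control; some compounds called inactive have numbers as strong as hits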
# Numbers without * were called inactive; . = not tested or not shown.
SMILES,hIAP act,MPTP inh,A3G deaminase,mIAP block,A3A deaminase,ATG4B inhibitor,hIAP block,mIAP activ,MIN6 prolif
Cc1cc(C(=O)NNC(=S)Nc2cccc(C(F)(F)F)c2)nn1C,1.9,-0.8,-4,9,-5,-1,-87,0.91,4
O=C(CCC(=O)OC(C(=O)c1ccccc1)c1ccccc1)Nc1ccccc1 (centres undefined),0.96,2.3,-3,16,0,-3,4,0.84,-4
O=c1c2ccccc2nnn1CSc1nc2ccccc2[nH]1,0.95,-4.8,-4,-8,3,-5,5,1.1,0
COc1cccc(NS(=O)(=O)c2ccc(Br)s2)c1,1,4.5,-9,3,-6,1,-3,0.97,-3
O=C(NC1CC1)C(Cl)c1ccccc1 (centres undefined),1,-2.2,-10,5,-1,4,-4,0.95,-1
CCOC(=O)CN1C(=O)N[C@@H](CCc2ccccc2)[C@@H](C(=O)OC)[C@H]1C,1,-0.1,-14,-10,-5,-5,-3,1.1,-1
COc1ccccc1-c1nnc(SCC(=O)Nc2nc(-c3ccccc3)cs2)n1C,1.1,3.0,-8,-12,-6,-19,-7,1.1,-3
Cc1ccccc1N1C(=O)C(Oc2ccc(Cl)cc2)C1CNC(C)(C)C (centres undefined),0.98,2.0,-5,-2,-4,15,2,1,0
Cc1cccc(CNC(=O)CCc2nnc(C3CCCCC3)o2)c1,0.97,1.0,-12,-3,4,-16,3,1,-2
C=CCNc1nc(NC(C)(C)CO)nc(OC)n1,0.99,0.6,-6,1,-21,-2,1,0.99,8
CC(C)Cn1c(=O)c(C(=O)NCc2ccccn2)c(O)c2ccccc21,0.89,1.9,-5,6,-1,2,11,0.94,-3
Cc1cc(Cl)ccc1Oc1ncnc2onc(C)c12,0.96,0.1,-3,7,1,-8,4,0.93,1
O=C(CSc1nnc(NC(=O)C2CC(=O)N(c3ccc(F)cc3)C2)s1)NCC1CCCO1 (centres undefined),1.1,-0.9,-9,7,-5,-1,-14,0.93,1
O=C(CCN1C(=O)/C(=C/c2ccc(F)cc2)SC1=S)NCCc1cnc[nH]1,0.98,7.9,-6,10,-6,10,2,0.9,1
Cc1cccc(NC(=O)c2cc(Cl)nc3ccccc23)c1,1,0.0,-4,6,2,1,0,0.94,-1
O=C(CSc1nnc(-c2cccnc2)s1)Nc1cccc(C(=O)O)c1,0.96,1.9,-6,20,-2,-3,4,0.8,0
COc1ccc(C2(CNC(=O)C(c3ccccc3)c3ccccc3)CCOCC2)cc1OC,1.1,-0.7,-2,-8,8,-6,-14,1.1,-2
O=C(CSc1n[nH]c(=O)n1Cc1ccco1)Nc1ccccc1,0.98,-1.0,-9,-5,-2,-3,2,1.1,-3
C=C(C)C(=O)N1CC2(CC(c3cccc(NC(=O)CC(c4ccccc4)c4ccccc4)c3)=NO2)C[C@H]1C(N)=O (some centres undefined),1,0.3,11,-61,5,-14,-3,1.6,-5
CCOc1ccc(C2C=C(c3ccc(C)cc3)Nc3ncnn32)cc1 (centres undefined),0.97,.,-3,8,1,.,3,0.92,1
COc1ccccc1NC(=O)C1=C(C)Nc2nc(-c3cccs3)nn2C1c1cccc(O)c1 (centres undefined),0.95,2.4,-5,3,-4,-20,5,0.97,0
Cc1nc2ccccc2c(=O)n1/N=C/c1ccccc1OC(F)F,0.97,0.2,-8,8,-6,2,3,0.93,6
CCC(NC(=O)C(C)NC)C(=O)N1CCCC1C(=O)NC1CCCc2ccccc21 (centres undefined),0.89,-1.2,-8,2,-2,2,11,0.98,-3
O=C(Nc1ccc(Br)cc1)c1cccc(N2C(=O)C3C4CCC(C4)C3C2=O)c1 (centres undefined),0.98,7.1,-1,1,-2,-5,2,0.99,0
Cn1c(N2C(=O)CC(Cc3ccccc3)C2=O)nc2ccccc21 (centres undefined),1.1,-6.6,-6,7,-1,-3,-8,0.93,0
O=C(CN1C(=O)c2cccc3cccc1c23)NCc1cccnc1,0.91,-1.0,-7,-5,-5,-4,9,1,-3
CN1CCN(S(=O)(=O)c2cccc(C(=O)N(Cc3ccccc3)c3ccccc3)c2)CC1,1.3,0.0,-12,-6,-2,-5,-31,1.1,6
CCNC(=O)C1CC(=O)OC12CCCCC2 (centres undefined),1.1,-0.2,-7,3,-4,0,-5,0.97,-4
CCC(C)c1ccc(C(C)NC(=S)NCc2ccc(F)cc2)cc1 (centres undefined),1.1,60*,-4,-157,-6,63*,-9,2.6*,-8
CCC(CC)NC(=O)c1ccc2c(c1)OCCO2,1,1.2,-1,-7,0,-2,-2,1.1,2
O=C(Nc1ccc(Br)cc1F)c1ccc2c(c1)N(Cc1ccccc1)C(=O)CS2=O (centres undefined),1,0.0,-4,8,-1,-18,-3,0.92,-4
O=C(CNS(=O)(=O)c1cccc(C(F)(F)F)c1)Nc1ccccc1F,0.99,0.0,-9,0,-6,-4,0,1,2
O=C(NCCCn1ccnc1)C(=O)NCc1ccc(Cl)cc1,0.84,-0.5,0,2,0,-10,16,0.98,4
CCOC(=O)N1CCN(C(=O)C(CC(C)C)NS(=O)(=O)c2ccc3c(c2)oc(=O)n3C)CC1 (centres undefined),0.95,-2.3,-2,-6,2,-7,5,1.1,-3
COc1ccc(OC)c(CN2CCN(C(=O)c3cccc(S(=O)(=O)Nc4ccccc4OC)c3)CC2)c1,1.1,0.7,-8,-4,-4,-4,-5,1,-5
Cc1c(C)c2ccc(OCC(=O)N3CCN(c4ccccc4)CC3)cc2oc1=O,1,-1.4,-4,4,-5,-16,0,0.96,-1
CCOC(=O)c1[nH]c2ccc(OC)cc2c1NC(=S)N1CCN(c2cccc(Cl)c2)CC1,0.92,1.2,-13,7,-5,24,8,0.93,2
S=c1nc(-c2ccccc2)c(-c2ccccc2)n[nH]1,0.89,0.0,-9,6,-4,-2,11,0.94,-2
O=C(NC(=S)N1CCCc2ccccc21)c1ccc(Br)cc1,1,-0.5,3,10,2,15,-3,0.9,-2
COc1cccc(NC(=O)C(=O)NCCc2ccc(F)cc2)c1,0.92,1.5,6,-6,0,4,8,1.1,-2
CCOC(=O)[C@H]1[C@H]2COc3ccc(C)cc3[C@@H]2N2C(=O)c3cc(F)ccc3NC(=O)[C@@]12C,0.91,-0.3,-9,2,-3,-1,9,0.98,-3
COc1ccc(C(=O)N2CCN(c3ccc(NC(=O)c4cccnc4)cc3)CC2)cc1,0.92,1.3,5,2,-2,9,8,0.98,0
O=C(NCCc1ccccc1)c1ccc2nc3cc(Cl)ccc3c(=O)n2c1,0.94,0.8,-4,6,-2,-2,6,0.94,-3
N#Cc1ccccc1Sc1ccccc1C(=O)OCc1nnc(-c2ccccc2)o1,1,1.7,-3,-1,-3,-5,-4,1,3
CCn1c(SCc2ccc(Cl)c(Cl)c2)nnc1C(C)NC(=O)c1ccc(OC)cc1 (centres undefined),1,0.6,-4,-17,-1,-5,-2,1.2,-2
CC(=O)c1ccc(NC(=O)Nc2ccc(Br)cc2C)cc1,0.96,90*,-3,-22,2,-1,4,1.2,-2
CCOC(=O)c1cnc(-n2nc(C)cc2C)nc1N1CCOCC1,1,-0.8,1,3,2,-10,0,0.97,4
Cc1cccc2sc(NC(=O)CCn3cccc3)nc12,1,0.9,-2,-12,-2,-2,0,1.1,1
CCOc1ccc(NC(=O)NCCCSC2CCCCC2)cc1,0.76,-2.4,-5,-80,-2,14,24,1.8,0
COc1ccc(-c2[nH]ncc2CN2CCN(c3ccccn3)CC2)c(OC)c1,1.1,-0.1,-5,4,-3,-6,-6,0.96,-1

# Next part
SMILES,hIAP act,MPTP inh,A3G deaminase,mIAP block,A3A deaminase,ATG4B inhibitor,hIAP block,mIAP activ,MIN6 prolif
Cc1ccccc1CSc1nsc(N)n1,1.2,0.6,-1,-1,1,-16,-21,1,2
CC1(C)NC(=O)N(CC(O)COc2ccc(-c3ccccc3)cc2)C1=O (centres undefined),0.94,-0.9,-5,-1,-4,-7,6,1,0
CC(C)n1cnc2c(oc3ccccc32)c1=O,1,-0.3,-6,-4,-4,-2,-2,1,3
COC(=O)c1ccc(N2CCN(c3ccccc3)CC2)c(N)c1,0.9,3.0,-6,1,-2,2,10,0.99,-1
COc1ccc2occ(C(=O)c3coc4ccc(O)c(CN(C)C)c34)c2c1,0.85,-1.5,-1,-2,6,-4,15,1,-4
CCCc1cc(=O)oc2cc(Oc3ncccn3)ccc12,0.97,0.2,-8,4,-2,-11,3,0.96,-2
COc1ccc(S(=O)(=O)N2CCCCCC2)cc1C(=O)NCCc1ccc(F)cc1,0.96,1.1,-6,11,-4,-5,4,0.89,-4
CC(/C=N/NC(=O)c1cc(-c2ccncc2)nc2ccccc12)=C\c1ccco1,1,-0.3,-8,7,-6,1,-4,0.93,-6
O=c1c(-c2ccc(Cl)cc2)coc2c(CN3CCCCC3)c(O)ccc12,1.4,-1.1,5,12,0,-5,-37,0.88,-1
O=C(N/N=C\c1cccc(Cl)c1)c1ccc(Cn2cc(Br)c([N+](=O)[O-])n2)o1,1,-4.9,-12,15,-11,-3,-3,0.85,-1

# Only mIAP activ, for 2 of the compounds above:
Compound,mIAP activ
O=c1c(-c2ccc(Cl)cc2)coc2c(CN3CCCCC3)c(O)ccc12,0.88
O=C(N/N=C\c1cccc(Cl)c1)c1ccc(Cn2cc(Br)c([N+](=O)[O-])n2)o1,0.85

# (cont.)
SMILES,hIAP act,MPTP inh,A3G deaminase,mIAP block,A3A deaminase,ATG4B inhibitor,hIAP block,mIAP activ,MIN6 prolif
C=CCn1c(=O)c2c(nc(-n3nc(C)cc3C)n2C)n(C)c1=O,1.2,-2.6,-3,-3,-2,9,-16,1,-3
Cc1nc2ccccc2n1CCOc1ccc(F)cc1,0.98,-0.7,-4,2,-2,-1,2,0.98,-4
COc1ccc(CCNC(=O)COc2ccc(S(=O)(=O)N3CCOCC3)cc2)cc1,1.1,-0.8,-2,-12,-2,-21,-9,1.1,-1
COc1ccccc1CC(=O)NNS(=O)(=O)c1cccc([N+](=O)[O-])c1,1.1,0.3,-9,1,-2,-8,-10,0.99,-1
COc1ccc(N/C=C(\C#N)S(=O)(=O)c2ccc(OC)cc2)cc1,0.91,0.5,-6,4,-1,1,9,0.96,-1
COc1cc(/C=C/C(=O)OCC(=O)Nc2c(C)n(C)n(-c3ccccc3)c2=O)ccc1OCC#N,0.76,1.3,-4,14,-1,-10,24,0.86,0
O=C(O)CN1C(=O)C2C3CC(C2C1=O)C1C(c2ccc(F)cc2)c2sc(=O)[nH]c2SC31 (centres undefined),0.98,0.1,-6,12,-3,6,2,0.88,-1
C[C@H]1CN=C(N(C)C)N1CCC1CCCC1,1.1,0.5,-7,5,-2,-2,-5,0.95,-2
S=C(NCc1cccnc1)NCc1cccnc1,0.97,-0.9,-10,3,1,-2,3,0.97,3
O=C(COC(=O)CCCc1nc2ccccc2s1)Nc1ncc(Cl)cc1Cl,1,-0.2,3,12,-3,-2,-1,0.88,0
COc1cc2c(cc1OC)/C(=C/c1ccc(Br)cc1)C(=O)OC2,0.98,-0.8,-8,-6,-2,-6,2,1.1,0
Cc1csc(C)[n+]1CC(=O)c1ccccc1,0.85,-0.5,-2,8,-4,7,15,0.92,-1
O=C(NCC(=O)N(c1ccc(F)cc1)C(C(=O)NC1CCCC1)c1cccnc1)c1ccco1 (centres undefined),1.1,-1.9,-2,-4,0,9,-6,1,-2

# Bioassay records as filed in PubChem BioAssay.

# Hits appear at their usual frequency; overall some 3.3% were active at least once.
